# HIV fusion peptide = inhibitors of HIV fusion peptide binding, primary screen, biochemical, uHTS, fluorescence dequenching (AID 1986). cell-free peptide binding, fluorescence dequenching, 30 min; higher % means a stronger effect. inhibition, % at 20 µM, or IC50 in µM where a hit was titrated. hit rate 0.3% among 290,000; in the data active means inhibition mostly above about 52%, no sharp cut-off; inactive means mostly below about 76%; further: some results filed as inactive read as strong as hits
# NTR1 ag = NTR1-driven beta-arrestin-GFP spot formation – imaging, U2OS cells, high content, primary screen (AID 493036); hit rate 0.17% among 330,000; agonist mode; activation, % at 20 µM;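 active means activation at or above 40% of the spot to cytoplasm intensity ratio, with at least 20 cells analyzed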;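 further: 0% = DMSO without peptide and 100% = 100 nM NTR1 peptide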
# Target sequence (P30989 whole entry, looked up): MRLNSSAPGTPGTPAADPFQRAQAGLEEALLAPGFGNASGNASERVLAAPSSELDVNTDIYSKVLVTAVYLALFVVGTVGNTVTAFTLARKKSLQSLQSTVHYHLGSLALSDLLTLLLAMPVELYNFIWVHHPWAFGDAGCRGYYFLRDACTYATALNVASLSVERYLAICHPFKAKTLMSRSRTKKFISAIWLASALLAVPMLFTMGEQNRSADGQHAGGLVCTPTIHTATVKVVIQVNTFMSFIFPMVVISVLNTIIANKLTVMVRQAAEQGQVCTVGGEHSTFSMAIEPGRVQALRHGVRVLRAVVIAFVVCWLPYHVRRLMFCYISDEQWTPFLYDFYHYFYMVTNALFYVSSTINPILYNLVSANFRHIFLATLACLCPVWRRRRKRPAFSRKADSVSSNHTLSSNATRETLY
# GPR35 arrestin U2OS = inhibition of zaprinast-stimulated GPR35 beta-arrestin translocation – imaging, U2OS, beta-arrestin-GFP, zaprinast agonist, primary screen (AID 2058); U2OS GPR35 beta-arrestin-GFP translocation imaging, zaprinast antagonism; higher % means a stronger effect; inhibition, % at 10 µM, or IC50 in µM where a hit was titrated; hit rate 0.052% among 290,000;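 active means inhibition of at least 50% with at least 30 cells and total cytoplasm GFP at most 10,000,000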
# GPR55 LPI antagonism = inhibition of LPI-stimulated GPR55 beta-arrestin translocation – imaging, U2OS, beta-arrestin-GFP, LPI agonist, primary screen (AID 2013) | U2OS GPR55 beta-arrestin-GFP translocation imaging, LPI antagonism; higher % means a stronger effect | inhibition, % at 10 µM; hits with a dose series show IC50 in µM | hit rate 0.13% among 290,000;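 active means spots per cell inhibited over 60%, with over 100 cells counted and total cytoplasm intensity under 500,000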;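 further: U2OS cells stably carrying GPR55 and arrestin-GFP stimulated by 5 µM LPI near EC80; imaged beta-arrestin-GFP aggregate spots per cell after agonist stimulation; plate controls were LPI-stimulated DMSO wells for no effect and DMSO wells without LPI for full effect; some results filed as inactive read as strong as hits; confirmed hits need IC50 under 10 µM and bright autofluorescent wells are also inconclusive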
# MgcRacGAP inhibition = MgcRacGAP GTPase-activating activity inhibitors, confirmation, biochemical, ADP Hunter fluorescence | MgcRacGAP-stimulated Rac1 GTP hydrolysis, ADP Hunter fluorescence; higher % means a stronger effect; GST-tagged Rac1 F28L mutant substrate | inhibition, % at 30 µM; hits with a dose series show IC50 in µM | hit rate 0.6% among 340,000;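 active means first-screen hits whose inhibition reached a set limit at any dose in the follow-up dose series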;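 further: fluorescence reports GDP produced by GAP-driven GTP hydrolysis; strong numbers were not always called active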
# Siah-1 displacement = Siah-1 peptide-binding antagonists, primary screen, biochemical, fluorescence polarization, rhodamine-plectin, uHTS (AID 1817). displacement, % at 20 µM, or IC50 in µM where a hit was titrated. Siah-1 / rhodamine-plectin peptide fluorescence polarization; higher % means a stronger effect. hit rate 0.02% among 290,000;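 active means displacement of at least 50% at 20 µM, with a fluorescence ratio check between 0.3 and a set limit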;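 further: plate controls were Siah plus tracer with DMSO for no effect and tracer alone without Siah for full effect; strong numbers were not always called active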
# LYP phosphatase = inhibitors of LYP phosphatase, biochemical, fluorescence intensity, uHTS (AID 1779) | recombinant LYP phosphatase, fluorescence intensity; higher % means a stronger effect | inhibition, % at 11.5 µM; hits with a dose series show IC50 in µM | hit rate 0.054% among 290,000; in the data active means inhibition above about 50%;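 further: plate controls were vehicle with enzyme for no effect and no enzyme for full effect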
# Salmonella PhoP GFP = PhoP-dependent GFP reporter repression – Salmonella Typhimurium, primary screen (AID 1863). S. Typhimurium PhoP-regulated promoter GFP reporter, 4 h; higher % means a stronger effect. inhibition, % at 50 µM, or IC50 in µM where a hit was titrated. hit rate 0.16% among 300,000;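 active means inhibition over 29.93%, a cutoff 3 SD above the screen mean, later confirmed by dose response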;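 further: 0% = low Mg2+ inducing control and 100% = high Mg2+ repressing control; strong numbers were not always called active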
# Myeloid diff 2 = compounds promoting myeloid differentiation; ER-HoxA9 myeloid progenitors, lysozyme-GFP differentiation, flow cytometry; calls only at 10 µM; hit rate 1% among 360,000;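 active means normalized GFP-positive differentiation at or above the plate's own cutoff, the solvent-only control mean plus 3 SD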;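 further: cells exposed to compound for four days before flow analysis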
# NTR1 ag cell count 20 µM = also measured in NTR1 ag; calls as there; cell count; measured here: cell count, cytotoxicity flag
# Myeloid diff 2 GFP+ MAC1+ % = also measured in Myeloid diff 2; calls as there; GFP+ MAC1+ double positive, %; measured here: differentiation confirmed by MAC1 staining
# The depositor's hits bear a star; i = inactive; · = no result given.
# Values run as follows: HIV fusion peptide	NTR1 ag	NTR1 ag cell count 20 µM	GPR35 arrestin U2OS	GPR55 LPI antagonism	MgcRacGAP inhibition	Siah-1 displacement	LYP phosphatase	Salmonella PhoP GFP	Myeloid diff 2	Myeloid diff 2 GFP+ MAC1+ %
O=C(Nc1ccon1)c1ccc(Br)s1
→ -0.1%	-0.1	72	-6%	-10%	0%	1%	-8%	4%	i	3.2
Cc1cc(C)c(S(=O)(=O)NCCc2cc3ccc(C)c(C)c3[nH]c2=O)c(C)c1
→ 1.4%	6.0	47	8%	6%	-2%	6%	-1%	0%	i	1.1
CC(C)N(N=Nc1ccc([N+](=O)[O-])cc1)C(C)C
→ -2.0%	-0.4	79	-3%	9%	10%	7%	7%	-1%	i	0.3
Cc1onc(-c2c(Cl)cccc2Cl)c1COC(=O)c1ccc(Cl)cc1[N+](=O)[O-]
→ -0.9%	2.5	41	6%	15%	-2%	2%	3%	-3%	i	0.7
O=C(CCNC(=O)c1ccccc1Cl)Nc1cc(S(=O)(=O)N2CCOCC2)ccc1N1CCCC1
→ 0.2%	0.6	41	10%	12%	14%	2%	-7%	-11%	i	0.0
O=C(NNC1=NS(=O)(=O)c2ccccc21)c1ccccc1Cl
→ -1.1%	0.5	87	-3%	14%	-13%	12%	-2%	·	i	0.0
N=c1c(C(=O)NCc2ccc3c(c2)OCO3)cc2c(=O)n3ccccc3nc2n1CC1CCCO1 (centres undefined)
→ -1.7%	2.2	71	2%	-3%	7%	-1%	1%	-12%	i	8.1
CC(NC(=O)c1ccccc1F)C12CC3CC(CC(C3)C1)C2 (centres undefined)
→ ·	0.9	81	·	·	12%	·	·	8%	i	0.9
CCOc1ccc(/C=C/[N+](=O)[O-])c2ccccc12
→ 11%	80*	75*	9%	10%	14%	5%	-3%	12%	i	3.3
O=C(O)CNC(=O)c1cccc(C(F)(F)F)c1
→ 0.4%	-2.2	22	9%	-6%	-16%	-5%	-5%	-4%	i	0.3
S=c1[nH]nc(C2CC2)n1Cc1ccco1
→ -1.4%	3.1	66	-2%	5%	6%	-1%	-5%	7%	i	10
Cc1ccc(NC2=NC(c3ccccc3)n3c(nc(C)cc3=O)N2)c(C)c1 (centres undefined)
→ -3.8%	0.7	50	-2%	11%	2%	8%	-8%	2%	i	0.8
Cc1cccc[n+]1CC(=O)Nc1ccc([N+](=O)[O-])cc1Cl
→ 0.8%	0.5	89	2%	25%	4%	1%	0%	0%	i	0.7
CCN1C(=O)N[C@@H](c2ccccc2)[C@H](C(=O)OC)[C@H]1C
→ ·	-3.7	79	·	·	1%	·	·	4%	i	2.0
C=CCN1C(=O)/C(=C2/Sc3ccc(OC)cc3N2C)SC1=NCc1ccccc1
→ 50%	0.2	39	-2%	2%	3%	-5%	-9%	6%	i	0.6
COc1ccc(NC(=O)c2ccc3nc(C)sc3c2)cc1
→ 1.0%	0.5	57	11%	9%	8%	11%	-10%	-5%	i	0.2
Cc1ccc(S(=O)(=O)N2CCCCC2)cc1NS(=O)(=O)c1cccc(C(=O)O)c1
→ 3.4%	-0.4	43	19%	5%	6%	-10%	-6%	0%	i	0.4
COc1ccc(C(=O)N[C@H](C(=O)NCC2CCCCC2)C(C)C)cc1
→ 0.1%	-0.8	53	6%	6%	10%	-5%	-8%	-8%	i	0.6
NC(=O)SCC(=O)Nc1ccc(Cl)cc1
→ 3.3%	3.7	33	8%	12%	-4%	-2%	-7%	-5%	i	2.2
Cc1cc(N2CCC(C)CC2)nc(SCC(=O)c2ccccc2)n1
→ -0.5%	2.8	59	5%	-3%	4%	1%	1%	4%	i	0.4
O=C(CCNC(=O)C1CCN(S(=O)(=O)c2ccc(F)cc2)CC1)NC1CC1
→ -0.7%	-0.3	57	12%	7%	-20%	-4%	-9%	11%	i	5.9
O=c1oc2ccccc2c(O)c1Cc1cc(Cl)c2cccnc2c1O
→ 49%	1.8	58	0%	-4%	18%	-7%	-11%	-10%	i	0.5
Cc1ccc(CCNc2ccc3ccccc3c2)cn1
→ ·	2.8	33	·	·	105µM*	·	·	-4%	i	0.3
Cc1ccc(-c2nnn(CC(=O)N(Cc3ccco3)C(C(=O)NC3CCCC3)c3cccs3)n2)o1 (centres undefined)
→ 8.1%	2.7	92	-20%	17%	5%	10%	2%	-13%	i	1.6
Cc1cccc(OCC(=O)N/N=C2/SCC(=O)N2Cc2ccco2)c1
→ -0.2%	0.9	43	12%	-1%	2%	13%	-5%	8%	i	0.2
O=C(CC1NCCc2ccccc21)Nc1cccc(Cl)c1 (centres undefined)
→ -0.9%	1.8	104	-3%	23%	8%	8%	-6%	4%	i	0.2
COC(=O)c1ccc(C2C(C(=O)Nc3ccccc3C)=C(C)Nc3ncnn32)cc1 (centres undefined)
→ 1.9%	-0.9	36	-6%	-2%	8%	-4%	-12%	-2%	i	1.1
COc1ccc(N2CCN(CCCNC(=O)CC3Oc4ccc(C)cc4NC3=O)CC2)cc1 (centres undefined)
→ -3.6%	-3.1	59	2%	-2%	13%	-1%	-2%	-1%	i	3.2
CCOC(=O)c1ccc2nc(CCC(=O)N[C@H](C(=O)OC)C(C)C)c(=O)n(CC)c2c1
→ -0.7%	1.1	59	-15%	-3%	-3%	-1%	1%	-9%	i	0.4
COc1cc(CCC(=O)Nc2ccc(Br)c(C(F)(F)F)c2)cc(OC)c1OC
→ 2.1%	3.9	24	-2%	18%	8%	6%	-2%	4%	i	2.2
CCOc1ccccc1C1CC(c2ccc(F)cc2)Nc2nc(N)nn21 (centres undefined)
→ -1.7%	0.3	55	5%	6%	2%	0%	-9%	8%	i	1.9
O=C(/C=C\NCC(=O)c1ccccc1)c1ccc(F)cc1
→ 8.5%	-0.1	71	15%	2%	6%	21%	-1%	-1%	i	4.2
O=C(CCN1CCC(c2ccccc2)C1)c1cccs1 (centres undefined)
→ -1.5%	-0.2	42	4%	-2%	-3%	1%	7%	4%	i	3.7
CCOc1ccc(NC(=O)C2C3CC/C=C\CCC32)cc1 (centres undefined)
→ -1.3%	1.9	50	31%	-23%	9%	-2%	-11%	1%	i	0.4
CC(=O)N1[C@@H]2CC3C4CC=C5C[C@@H](O)CC[C@]5(C)C4CC[C@]3(C)[C@@]21C(C)=O (some centres undefined)
→ 0.7%	-0.3	65	-7%	11%	1%	-4%	-3%	10%	i	0.5
Cc1cc2oc(C(=O)NCCc3ccc(S(N)(=O)=O)cc3)c(C)c2cc1C
→ 1.3%	2.4	75	-8%	1%	7%	78%	5%	-13%	i	0.4
COc1ccc(S(=O)(=O)N2CCSC2)cc1C
→ 0.7%	0.1	53	-6%	7%	-2%	10%	0%	2%	i	1.2
O=C(NNc1c2ccccc2nc2ccccc12)C(O)c1ccccc1 (centres undefined)
→ -2.5%	-0.6	47	-3%	-3%	-7%	-1%	0%	5%	i	0.5
CC1(C)Cc2c(sc(NC(=O)c3ccccc3Cl)c2C(=O)O)CO1
→ 1.2%	0.7	30	17%	11%	5%	-4%	0%	-11%	i	0.2
COC(=O)c1sccc1NC(=O)c1ccc(Br)o1
→ 0.2%	4.5	57	10%	-4%	15%	1%	-12%	12%	·	·
COc1cc(NS(=O)(=O)N2CCCC2)cc(OC)c1OC
→ -0.9%	-0.5	55	1%	4%	4%	9%	3%	-2%	i	6.7
CC(C)(C)c1ccc(C(=O)N2CCC(NC(=O)c3ccccc3)CC2)cc1
→ 0.0%	0.4	89	-16%	-1%	4%	-3%	-10%	-10%	i	0.6
O=C(c1ccc2nc(-c3ccco3)c(-c3ccco3)nc2c1)N1CCN(c2ncccn2)CC1
→ 60%	-0.8	90	3%	10%	19%	28%	7%	10%	i	1.4
O=C(O)CC12CC3CC(C1)CC(n1ncc(NCc4ccc5c(c4)OCO5)c(Cl)c1=O)(C3)C2
→ 3.2%	-1.0	82	-14%	1%	·	12%	-4%	1%	·	·
CN1CCN(C(=O)C2CCCN(S(=O)(=O)c3ccccc3)C2)CC1 (centres undefined)
→ 0.6%	1.2	64	3%	-7%	24%	-4%	-12%	-2%	i	1.3
CCOC(=O)C1CCN(C(=O)c2cc(C(C)(C)C)nn2Cc2ccccc2)CC1
→ 0.2%	1.0	42	10%	3%	2%	9%	-5%	-9%	i	0.4

# Some of the entries so far, as tab-separated lines:
molecule	HIV fusion peptide	NTR1 ag	NTR1 ag cell count 20 µM	GPR35 arrestin U2OS	GPR55 LPI antagonism	MgcRacGAP inhibition	Siah-1 displacement	LYP phosphatase	Salmonella PhoP GFP	Myeloid diff 2	Myeloid diff 2 GFP+ MAC1+ %
CC(C)(C)c1ccc(C(=O)N2CCC(NC(=O)c3ccccc3)CC2)cc1	0.0%	0.4	89	-16%	-1%	4%	-3%	-10%	-10%	i	0.6
O=C(c1ccc2nc(-c3ccco3)c(-c3ccco3)nc2c1)N1CCN(c2ncccn2)CC1	60%	-0.8	90	3%	10%	19%	28%	7%	10%	i	1.4

# Structures above containing fluorine, in the order listed:
# Values run as follows: HIV fusion peptide	NTR1 ag	NTR1 ag cell count 20 µM	GPR35 arrestin U2OS	GPR55 LPI antagonism	MgcRacGAP inhibition	Siah-1 displacement	LYP phosphatase	Salmonella PhoP GFP	Myeloid diff 2	Myeloid diff 2 GFP+ MAC1+ %
CC(NC(=O)c1ccccc1F)C12CC3CC(CC(C3)C1)C2 (centres undefined)
→ ·	0.9	81	·	·	12%	·	·	8%	i	0.9
O=C(O)CNC(=O)c1cccc(C(F)(F)F)c1
→ 0.4%	-2.2	22	9%	-6%	-16%	-5%	-5%	-4%	i	0.3
O=C(CCNC(=O)C1CCN(S(=O)(=O)c2ccc(F)cc2)CC1)NC1CC1
→ -0.7%	-0.3	57	12%	7%	-20%	-4%	-9%	11%	i	5.9
COc1cc(CCC(=O)Nc2ccc(Br)c(C(F)(F)F)c2)cc(OC)c1OC
→ 2.1%	3.9	24	-2%	18%	8%	6%	-2%	4%	i	2.2
CCOc1ccccc1C1CC(c2ccc(F)cc2)Nc2nc(N)nn21 (centres undefined)
→ -1.7%	0.3	55	5%	6%	2%	0%	-9%	8%	i	1.9
O=C(/C=C\NCC(=O)c1ccccc1)c1ccc(F)cc1
→ 8.5%	-0.1	71	15%	2%	6%	21%	-1%	-1%	i	4.2

# Not a hit list, and some 2.4% of all compounds hit somewhere here.
